# Neddyl block = inhibitors of cullin neddylation, primary screen, biochemical, TR-FRET, uHTS, NAE and Ubc12; NEDD8-conjugating enzyme Ubc12 (Homo sapiens) + NEDD8-activating enzyme E1 regulatory …; calls only at 25 µM; actives 0.58% (n = 360,000); AID 651699, 2012; in the data active means inhibition above about 36%
# SKN-1 inh = suppressors of acrylamide-induced Pgst-4::GFP reporter in worms, primary screen, SKN-1 inhibitor project, whole organism, uHTS, GFP/RFP fluorescence ratio, strain VP596; C. elegans VP596 Pgst-4::GFP/RFP ratio, 24 h; inhibition, % at 21.8 µM; actives 0.49% (n = 360,000);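 active means interference check ratio from 0.5 to 1.5 plus GFP to RFP signal ratio inhibition reaching or exceeding a fixed threshold, cut at about 30% in these data, passing the limit was not always enough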; further: some compounds called inactive have numbers as strong as hits
# LMPTP inh = LMPTP phosphatase inhibitors, primary screen, biochemical, fluorescence intensity, uHTS | Low molecular weight phosphotyrosine protein phosphatase (Homo sapiens), P24666 | recombinant LMPTP-A, OMFP fluorogenic substrate | inhibition, % at 20 µM | actives 0.22% (n = 360,000) | AID 651560, 2012;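 active means compounds that cut the enzyme signal by at least half of the control window in the single-dose screen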;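 further: plate controls were DMSO wells with enzyme plus substrate for no effect and substrate without enzyme for full effect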
#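 Assay system: LMPTP-A, protein tyrosine phosphatase of low molecular weight / Medium: pH 6.0 Bis-Tris buffer with DTT and Triton X-100 / Schedule: 50 min enzyme reaction at room temperature, protected from light / Measured by: endpoint fluorescence intensity from OMFP dephosphorylation / Read-out basis: % inhibition relative to no-enzyme and uninhibited control wells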
# Tb MetRS inh = T. brucei MetRS inhibitors, primary screen, biochemical, luminescence. methionyl-tRNA synthetase (Trypanosoma brucei brucei). purified T. brucei MetRS, ATP depletion, Kinase-Glo luminescence. inhibition, % at 11.9 µM. actives 0.4% (n = 360,000);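 active means inhibition above a per-plate cutoff of the control wells' mean inhibition plus 3 SD, cut at about 5.5% in these data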;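 further: 0% = DMSO wells median and 100% = median of wells with control inhibitor compound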
#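 Dosing: 11.9 µM single point; system: parasite MetRS enzyme; technique: luminescence of leftover ATP; times: 15 min enzyme-compound preincubation, 2 h reaction, 10 min detection, 25 °C; replicates: each compound tested once; read-out basis: percent inhibition relative to median high and low control wells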
# Scp1 inh = Scp-1 phosphatase inhibitors, primary screen, biochemical, colorimetric, uHTS. AID 493091, 2011. Carboxy-terminal domain RNA polymerase II polypeptide A small phosphatase 1 (Homo …. Recombinant Scp1, phosphopeptide, malachite green phosphate absorbance. inhibition, % at 20 µM. actives 0.88% (n = 340,000);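 active means inhibition above about 50% at 20 µM, limit read from the data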;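 further: plate controls were DMSO wells with enzyme for no effect and wells lacking enzyme for full effect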
#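 Assay system: SCP-1 catalytic fragment, aa 76-261 | Buffer or medium: Tris acetate buffer pH 5.5 with MgCl2 and Tween-20 | Compound: One concentration, 20 µM, with 1.0% DMSO | Also added: Phospho 17-mer peptide substrate | Signal: Absorbance at 630 nm | Incubation: 45 min enzyme reaction at room temperature | Measure: % inhibition of SCP-1 phosphate liberation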
# NadD block = inhibitors of S. aureus NadD, primary screen, biochemical, colorimetric, uHTS | Nicotinate-nucleotide adenylyltransferase NadD (Staphylococcus aureus N315) | actives 0.78% (n = 360,000) | inhibition, % at 20 µM | purified NadD enzyme, colorimetric absorbance read-out | AID 602399, 2012; in the data active means inhibition above about 26%; further: some compounds past the cut are filed as inactive
# SUMO1 PPI mod = modulators of SUMO1 protein-protein interactions, primary screen, biochemical, uHTS. inhibition, % at 20 µM. actives 0.33% (n = 360,000). AID 602429, 2012. SUMO1 binding to a labelled peptide, TR-FRET, 1 h. Small ubiquitin-related modifier 1 (Homo sapiens), P63165; in the data active means inhibition above about 37%
# Target sequence (P63165 whole entry, looked up): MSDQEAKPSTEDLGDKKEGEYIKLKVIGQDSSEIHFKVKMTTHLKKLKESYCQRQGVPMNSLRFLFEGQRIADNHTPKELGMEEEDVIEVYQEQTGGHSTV
# DNMT1 block = human DNMT1 methyltransferase inhibitors, primary screen, biochemical, molecular beacon, fluorescence, HinP1I cleavage, uHTS; inhibition (reported as % activation of signal), % at 10 µM; DNA (cytosine-5)-methyltransferase 1 (Homo sapiens), P26358; actives 0.83% (n = 360,000); in the data active means inhibition above about 50%
# NRP1-CendR mod = modulators of CendR peptide binding to NRP-1, primary screen, biochemical, fluorescence polarization, uHTS; inhibition, % at 25 µM; Neuropilin-1 (Homo sapiens), O14786; FAM-RPARPAR peptide binding to NRP-1; actives 0.85% (n = 360,000); AID 602438, 2012;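 active means inhibition or corrected inhibition above about 18%, plus a signal ratio from 0.5 to 1.5, limit read from the data, passing the limit was not always enough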; further: strong numbers were not always called active
# Target sequence (O14786 whole entry, looked up): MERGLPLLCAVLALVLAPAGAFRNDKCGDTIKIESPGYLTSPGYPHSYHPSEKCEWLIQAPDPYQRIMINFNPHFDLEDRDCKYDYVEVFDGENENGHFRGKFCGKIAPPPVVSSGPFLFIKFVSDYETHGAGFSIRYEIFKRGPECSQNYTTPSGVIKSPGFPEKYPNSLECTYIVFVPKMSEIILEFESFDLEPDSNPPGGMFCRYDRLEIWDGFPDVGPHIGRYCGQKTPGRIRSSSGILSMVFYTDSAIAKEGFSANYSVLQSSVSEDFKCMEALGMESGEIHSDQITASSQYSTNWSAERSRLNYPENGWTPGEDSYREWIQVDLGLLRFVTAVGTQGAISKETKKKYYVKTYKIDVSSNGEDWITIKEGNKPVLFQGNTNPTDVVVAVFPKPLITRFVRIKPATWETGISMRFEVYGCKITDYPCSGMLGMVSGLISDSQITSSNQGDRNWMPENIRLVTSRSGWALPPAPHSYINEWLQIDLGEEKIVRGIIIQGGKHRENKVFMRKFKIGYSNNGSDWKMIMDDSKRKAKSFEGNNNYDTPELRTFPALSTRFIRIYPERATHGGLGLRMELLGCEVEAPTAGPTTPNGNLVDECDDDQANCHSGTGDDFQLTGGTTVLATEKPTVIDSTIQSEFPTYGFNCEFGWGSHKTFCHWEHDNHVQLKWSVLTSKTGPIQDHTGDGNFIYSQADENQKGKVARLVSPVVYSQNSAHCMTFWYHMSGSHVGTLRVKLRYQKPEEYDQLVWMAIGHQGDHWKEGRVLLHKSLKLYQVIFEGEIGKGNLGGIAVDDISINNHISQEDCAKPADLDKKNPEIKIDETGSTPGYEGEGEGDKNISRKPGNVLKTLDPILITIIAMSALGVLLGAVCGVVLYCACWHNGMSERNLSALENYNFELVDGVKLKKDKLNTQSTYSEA
# STEP inh = STEP phosphatase inhibitors, primary screen, biochemical, fluorescence intensity, uHTS; recombinant STEP, OMFP fluorogenic substrate; AID 588621, 2011; inhibition, % at 20 µM; actives 0.25% (n = 360,000); Tyrosine-protein phosphatase non-receptor type 5 (Homo sapiens), P54829;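 active means inhibition at 20 µM, scaled per plate between control wells, above about 37%, limit read from the data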;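 further: 0% = DMSO with enzyme and substrate and 100% = substrate only without enzyme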
#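 Assay system: isolated STEP enzyme / Timing: 20 min at room temperature, dark / Doses: 20 µM, 1% DMSO / Technique: fluorescence intensity, excitation 480 nm, emission 540 nm / Reagent: fluorogenic phosphatase substrate OMFP at 25 µM final / Measure: percent inhibition scaled to no-enzyme and uninhibited-enzyme controls, plate-pattern corrected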
# Active calls of the source: *; i = inactive; nt = not tested or not shown.
Neddyl block	SKN-1 inh	LMPTP inh	Tb MetRS inh	Scp1 inh	NadD block	SUMO1 PPI mod	DNMT1 block	NRP1-CendR mod	STEP inh	Molecule
i	4	-0.4	-0.3	nt	-8	-1	5	-6	5	CC(C)c1ccc(CN2CCC(C)(Oc3ccc(Cl)cc3)C2)cc1 (stereo unspecified)
i	-23	0.3	0.2	-9	-4	1	0	1	0	CC(=O)Nc1ccc(OCC(O)Cn2c(CO)nc3ccccc32)cc1 (stereo unspecified)
i	-10	-3.3	-0.1	-3	-7	6	1	-1	-5	CCNC(=O)NC(=O)C(C)On1nnc2ccc(S(=O)(=O)N(CC)CC)cc21 (stereo unspecified)
i	-4	0.8	-0.7	-5	10	-30	4	0	2	COc1ccc(-c2cc(=O)oc3c(C)c(OCC(=O)N(C)C)ccc23)cc1
i	21	0.8	1.2	-8	-1	2	-4	1	0	Cc1ccc(S(=O)(=O)CCC(=O)c2ccc(O)cc2O)cc1
i	14	-3.6	-0.4	-2	-3	-1	0	2	-2	CCOc1c(CNCCNC(=O)c2nonc2N)cccc1OC
i	-7	0.0	0.3	-18	-2	-1	14	6	4	CC(C)(C)N(Cc1ccccc1)C(=O)COC(=O)C1CCCCC1
i	-5	-0.2	-0.2	-2	0	-1	1	1	-1	CCOc1ccc2nc(SCC(=O)NCC3CCCO3)sc2c1 (stereo unspecified)
i	7	-0.9	-0.6	-3	0	-9	-3	-2	0	COc1ccc(S(=O)(=O)N(C)c2ccccc2)c2cccnc12
i	9	-1.4	-0.7	12	1	1	0	1	2	COc1ccc(S(=O)(=O)Cc2ccc(C(=O)N3CCC(C(N)=O)CC3)o2)cc1
i	14	0.5	0.2	-2	-5	3	2	11	2	COC(=O)c1cc(OC)c(OC)cc1NC(=O)c1ccco1
i	-1	-1.2	-0.5	nt	nt	4	nt	7	nt	CCCCNC(=O)C(NC(=O)c1ccc(C(F)(F)F)cc1)C(=O)c1ccccc1 (stereo unspecified)
i	15	3.1	-0.3	nt	-3	3	-2	-2	0	OC(c1cccc(Cl)c1)c1nc(-c2ccc(F)c(Cl)c2)cs1 (stereo unspecified)
i	-10	1.1	1.2	13	20	-3	0	-6	3	CCOc1ccc(/C(O)=C2/C(=O)C(=O)N(c3ccccn3)C2c2ccc(Cl)cc2)c(C)c1 (stereo unspecified)
i	14	-1.1	-0.5	-2	-2	-1	1	11	4	CCn1cc(C(=O)OCC(=O)Nc2cc(S(=O)(=O)N(C)C)ccc2C)c(=O)c2ccc(C)nc21
i	7	3.2	-0.5	-3	8	0	3	10	1	CCCOc1cccc(C2C(C(=O)c3cccs3)=C(O)C(=O)N2Cc2cccnc2)c1 (stereo unspecified)
i	6	-0.3	-0.6	-5	-1	-2	-27	10	0	CCn1nnnc1SCC(=O)N1CCN(c2ccccc2)CC1
i	-2	1.2	-1.2	-3	-3	-2	-4	-3	6	Cc1c(C(=O)N2CCCCC2)oc2ccc(S(=O)(=O)N3CC(C)CC(C)C3)cc12 (stereo unspecified)
i	-7	0.0	-0.1	-7	-3	-1	2	-2	2	O=C1[C@@H]2C(c3ccc(F)cc3)=NO[C@@H]2C(=O)N1Cc1ccccc1
i	11	6.1	-0.4	-12	-5	0	-3	6	2	CC1CCN(C(=O)CSc2nc3ccccc3c(=O)n2Cc2ccc3c(c2)OCO3)CC1
nt	-9	1.6	-3.0	6	3	-11	1	7	2	C(=C\c1nc2ccccc2[nH]1)/c1ccccc1
i	-3	-1.2	0.1	-5	6	-2	3	12	-2	Cc1ccccc1NC(=O)C12CC3CCC1(C)C3(C)CO2 (stereo unspecified)
i	6	-3.5	-0.6	-1	-4	-2	-1	0	1	CCCCC(=O)Nc1nnc(S(=O)(=O)N(CC)c2ccc(OC)cc2)s1
i	15	4.1	1.7	-11	-9	-2	-7	0	-3	Cc1ccc(NC(=O)Cc2ccc(Cl)c(Cl)c2)cc1S(=O)(=O)N(C)C
i	3	-0.3	-0.5	-6	2	-2	-10	3	-3	Cc1ccc2[nH]c3c(c2c1)CN(C(=O)CN1CCN(Cc2ccc4c(c2)OCO4)CC1)CC3
i	9	-1.8	-0.1	19	0	-2	0	-10	0	CCCN(CC1CC1)C(=O)COC(=O)c1ccc(C)cc1O
i	0	0.7	-0.1	-9	22	9	-2	-9	17	CC1CCCN(S(=O)(=O)c2ccc(C(=O)Nc3nnc(-c4ccco4)o3)cc2)C1 (stereo unspecified)
i	21	-3.0	-0.3	43	3	6	9	-3	1	COc1nc(-c2ccc(Cl)cc2)ccc1-c1noc(-c2ccco2)n1
i	-5	1.9	0.5	-2	-2	-31	-7	6	0	CCOC(=O)c1nn(-c2ccc(C)c(Cl)c2)c(=O)c(C#N)c1C
i	7	-0.9	0.3	7	3	1	-3	3	3	CCOc1ccccc1-n1c(SCC(=O)N2CCCC2)nnc1-c1ccc(O)cc1
i	-21	0.6	-0.9	2	10	4	-5	0	2	COc1cc2[nH]c(=O)n(Cc3ccc(C(=O)NC4CCCC4)cc3)c(=O)c2cc1OC
i	-6	-1.9	-1.4	3	-1	-4	2	3	-2	NC(=O)C(c1cccc(Cl)c1)c1ncc(C(F)(F)F)cc1Cl (stereo unspecified)
i	21	-0.3	0.7	-7	-1	2	-4	10	1	N#CCSc1nc2cc(C(=O)N3CCC(C(N)=O)CC3)ccc2c2nc3ccccc3n12
i	-1	-3.8	-0.1	-1	-2	-3	-1	-1	0	CC(C)(C)NC(=O)COc1ccc(CNCc2cccnc2)cc1
i	-4	-1.4	-0.7	-5	-7	4	-4	11	2	CCOc1ccccc1N1CCN(C(=O)CC(C)(C)C)CC1
nt	1	-1.2	0.1	-7	4	-2	9	-9	-4	O=C(Cc1ccccc1)Nc1ccc(NC(=O)c2cccc(Cl)c2)cc1
i	19	1.6	-0.3	-11	-3	-7	-2	0	0	COc1ccc(-c2oc(=O)c3cc(OC)c(OC)cc3c2-c2cc(F)cc(OC)c2)cc1
i	4	-0.9	-0.4	-9	10	4	1	0	2	CC(C)[C@H](NC(=O)c1ccccc1)C(=O)OCC(=O)NCc1ccc(F)cc1
i	3	2.5	-0.5	2	7	-6	-20	-9	24	C[C@@H]1CN([C@H](C)CO)C(=O)c2cc(NC(=O)Cc3cn(C)c4ccccc34)ccc2O[C@H]1CN(C)S(=O)(=O)c1ccc(F)cc1
i	8	-0.4	-0.1	-2	-3	0	-3	16	0	Cc1cc(C)n(-c2cc(-c3ccccc3)nc(C)n2)n1
i	-5	-0.9	-0.3	-3	1	8	-1	-1	-1	Nn1c(SCC(=O)Nc2nccs2)nncc1=O
i	7	-0.7	-0.8	-7	-1	6	22	-18	0	CNc1nc(SC)nc(N(C#N)CC(=O)OC)n1
i	-1	-0.2	-1.4	-3	-8	-2	2	-16	0	O=C(NC1=NCCS1)c1ccc(Cl)s1
i	10	-2.8	0.2	1	4	16	1	4	3	C=C(C)C1CC=C(CN2CC(C)OC(C)C2)CC1 (stereo unspecified)
i	0	-0.4	-0.1	1	3	6	-1	9	1	COc1ccc(-c2noc(CSc3nnc(-c4ccncc4)n3-c3ccc(F)cc3)n2)cc1OC
i	-6	-1.7	-0.4	5	2	-1	-3	4	0	CCN(CC(=O)Nc1ccc(NC(C)=O)cc1)C(=O)COc1ccc(C(=O)c2ccccc2)cc1
i	-16	-2.4	-0.4	7	2	3	1	-10	1	O=C(Nc1ccccc1)c1cnc2n(c1=O)CCS2
i	14	-2.4	0.1	-2	2	-5	4	-4	0	N#Cc1ccc(Cl)cc1NC(=O)CSc1cccc[n+]1[O-]
i	-2	0.6	-0.3	8	11	-2	3	0	-4	COc1cc(-c2nnc3n(CCc4ccccc4)c(=O)c4ccccc4n23)cc(OC)c1OC
nt	15	-1.6	-0.2	nt	4	-9	3	0	6	COc1ncccc1-c1cnc2cccnn12

# Full records as entered above:
# Shown for `C[C@@H]1CN([C@H](C)CO)C(=O)c2cc(NC(=O)Cc3cn(C)c4ccccc34)ccc2O[C@H]1CN(C)S(=O)(=O)c1ccc(F)cc1` → Neddyl block: i; SKN-1 inh: 3; LMPTP inh: 2.5; Tb MetRS inh: -0.5; Scp1 inh: 2; NadD block: 7; SUMO1 PPI mod: -6; DNMT1 block: -20; NRP1-CendR mod: -9; STEP inh: 24
# Shown for `CC(C)[C@H](NC(=O)c1ccccc1)C(=O)OCC(=O)NCc1ccc(F)cc1` → Neddyl block: i; SKN-1 inh: 4; LMPTP inh: -0.9; Tb MetRS inh: -0.4; Scp1 inh: -9; NadD block: 10; SUMO1 PPI mod: 4; DNMT1 block: 1; NRP1-CendR mod: 0; STEP inh: 2

# (more compounds)
Neddyl block	SKN-1 inh	LMPTP inh	Tb MetRS inh	Scp1 inh	NadD block	SUMO1 PPI mod	DNMT1 block	NRP1-CendR mod	STEP inh	Molecule
i	-12	-0.1	0.2	25	-2	2	6	-12	3	CCN(CC)S(=O)(=O)c1cc(NC(=O)CCn2[nH]c(=O)ccc2=O)ccc1C
i	0	-2.5	0.3	7	0	-1	0	1	-2	COc1ccc(Br)cc1CN(C)C(=O)C1=CC=CN2CCS(=O)(=O)N=C12
i	19	4.3	0.9	-8	7	0	37	-12	4	COc1cccc(NC(=O)Cn2nnc(C(=O)Nc3cc(Cl)ccc3OC)c2N)c1
nt	-11	-0.4	-0.5	-4	-6	-14	4	11	-2	Cc1ccc2nc(-c3ccccc3)cc(C(=O)NCC3CCCO3)c2c1 (stereo unspecified)
i	9	-0.3	-0.3	-6	-2	3	16	-3	-3	COc1ccc(S(=O)(=O)Nc2ccccc2C(=O)NC(C)(C)C)cc1OC
i	3	0.0	-0.9	-2	-6	32	29	-10	0	C=C(C(=O)c1ccccc1)C(C)C(=C)C(=O)c1ccccc1
i	0	-1.2	-0.3	-6	5	-9	-1	10	1	COc1ccccc1NC(=O)/C(C#N)=C/c1ccncc1
i	7	2.1	-0.2	-3	8	-15	-5	-20	4	O=C(CSc1ncnc2ccccc12)Nc1cc(S(=O)(=O)N2CCCCC2)ccc1Cl

# High-throughput results: PubChem BioAssay, several laboratories
